Screening data from PubChem BioAssay.
hcDAF-12 act – activators of H. contortus DAF-12 nuclear receptor; activation, % at 6.8 µM; AID 652067; HEK293 hcDAF-12 lit1-tk-luc reporter, luminescence; 0% DMSO, 100% Δ7-dafachronic acid; 1.4% of 370,000 active;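 active means activation above the mean of all tested compounds plus 3 SD, cut at about 5.5% in these data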;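 further: 100% = response to 3 µM Δ7-dafachronic acid high control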
DAX1 inh-1 – blocks DAX1 repression of SF-1 activated StAR promoter; HEK293T StAR-luciferase reporter, SF-1/DAX-1 repression relief; inhibition, % at 6.8 µM; 1.1% of 370,000 active; AID 652010;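 active means inhibition above the mean over all tested compounds plus 3 SD, cut at about 3.6% in these data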;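 further: 0% = DAX-1 cells with DMSO and 100% = cells lacking DAX-1 with DMSO; higher inhibition means more luminescence from relief of DAX-1 repression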
SMARCA2 activ – activators of SMARCA2 function | MG213 cells, MMTV-luciferase reporter, dexamethasone, overnight | 1% of 370,000 active | activation, % at 9.1 µM; in the data active means activation above about 7.8%;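 further: 0% = vehicle wells and 100% = reference activator wells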
hgDAF-12 ag – activates the H. glycines DAF-12 receptor ligand-binding domain | HEK293 GAL4-hgDAF12 UAS-luciferase reporter, agonist luminescence; normalized to butyrate control | activation, % at 6.8 µM | 1.8% of 370,000 active;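 active means activation above a cutoff set at the mean of all screened compounds plus 3 SD, cut at about 10% in these data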;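 further: 0% = DMSO wells and 100% = sodium butyrate wells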
HGIII-sPLA2 inh – Blocks human group III sPLA2 activity | inhibition, % at 12.2 µM | QFRET BODIPY PC-A2 liposome hydrolysis, fluorescence | 0.56% of 370,000 active;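 active means inhibition above mean plus 3 SD of compounds lying within the high and low control bounds, cut at about 19% in these data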;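 further: 0% = median of test compound wells and 100% = no enzyme DMSO wells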
ssDAF12 agonist – S. stercoralis DAF-12 activation, primary screen. HEK293 ssDAF-12/GRIP1 lit1-tk-luc reporter, luminescence; % of 3 µM dafachronic acid response. activation, % at 6.8 µM. 1% of 370,000 active;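 active means activation above the mean over all tested compounds plus 3 SD, cut at about 0.9% in these data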;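 further: 0% = DMSO-only wells and 100% = 3 µM delta7-dafachronic acid wells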
GAA850 FXN act – increases GAA850 frataxin promoter reporter activity | HEK293 lucGAA850 FXN promoter luciferase reporter, 24 h; percent of 10 µM SAHA response | activation, % at 6 µM | 0.56% of 360,000 active | AID 540364;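 active means activation above the average of all compounds screened plus 3 SD, cutoff fixed separately per campaign, cut at about 7.5% in these data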;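 further: 0% = DMSO wells and 100% = 10 µM SAHA wells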
PG9 binder – small molecules binding HIV-1 gp120 antibody PG9 | AID 624416 | TR-FRET gp120-PG9 antibody binding | inhibition, % at 6.7 µM | 0.43% of 360,000 active; in the data active means inhibition above about 8.5%
NR1D1 modulator – modulates human Rev-erb alpha binding to DNA; P20393; Rev-erbα–FITC-DNA binding, fluorescence polarization, 90 min; activity, % at 10 µM; 0.79% of 370,000 active;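 active means activity above about 14%, limit read from the data; passing the limit was not always enough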;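 further: 0% = DMSO wells with 35 nM protein and 100% = DMSO wells with 750 nM protein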
PLCb3 inh – blocks human PLC-beta3 enzyme activity | AID 720704 | Q01970 | Purified PLC-beta3, fluorogenic substrate, fluorescence | inhibition, % at 12.2 µM | 0.18% of 370,000 active; in the data active means inhibition above about 11%;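 further: 0% = median of compound wells on plate and 100% = full blocker control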
Target sequence (Q01970 whole entry, looked up): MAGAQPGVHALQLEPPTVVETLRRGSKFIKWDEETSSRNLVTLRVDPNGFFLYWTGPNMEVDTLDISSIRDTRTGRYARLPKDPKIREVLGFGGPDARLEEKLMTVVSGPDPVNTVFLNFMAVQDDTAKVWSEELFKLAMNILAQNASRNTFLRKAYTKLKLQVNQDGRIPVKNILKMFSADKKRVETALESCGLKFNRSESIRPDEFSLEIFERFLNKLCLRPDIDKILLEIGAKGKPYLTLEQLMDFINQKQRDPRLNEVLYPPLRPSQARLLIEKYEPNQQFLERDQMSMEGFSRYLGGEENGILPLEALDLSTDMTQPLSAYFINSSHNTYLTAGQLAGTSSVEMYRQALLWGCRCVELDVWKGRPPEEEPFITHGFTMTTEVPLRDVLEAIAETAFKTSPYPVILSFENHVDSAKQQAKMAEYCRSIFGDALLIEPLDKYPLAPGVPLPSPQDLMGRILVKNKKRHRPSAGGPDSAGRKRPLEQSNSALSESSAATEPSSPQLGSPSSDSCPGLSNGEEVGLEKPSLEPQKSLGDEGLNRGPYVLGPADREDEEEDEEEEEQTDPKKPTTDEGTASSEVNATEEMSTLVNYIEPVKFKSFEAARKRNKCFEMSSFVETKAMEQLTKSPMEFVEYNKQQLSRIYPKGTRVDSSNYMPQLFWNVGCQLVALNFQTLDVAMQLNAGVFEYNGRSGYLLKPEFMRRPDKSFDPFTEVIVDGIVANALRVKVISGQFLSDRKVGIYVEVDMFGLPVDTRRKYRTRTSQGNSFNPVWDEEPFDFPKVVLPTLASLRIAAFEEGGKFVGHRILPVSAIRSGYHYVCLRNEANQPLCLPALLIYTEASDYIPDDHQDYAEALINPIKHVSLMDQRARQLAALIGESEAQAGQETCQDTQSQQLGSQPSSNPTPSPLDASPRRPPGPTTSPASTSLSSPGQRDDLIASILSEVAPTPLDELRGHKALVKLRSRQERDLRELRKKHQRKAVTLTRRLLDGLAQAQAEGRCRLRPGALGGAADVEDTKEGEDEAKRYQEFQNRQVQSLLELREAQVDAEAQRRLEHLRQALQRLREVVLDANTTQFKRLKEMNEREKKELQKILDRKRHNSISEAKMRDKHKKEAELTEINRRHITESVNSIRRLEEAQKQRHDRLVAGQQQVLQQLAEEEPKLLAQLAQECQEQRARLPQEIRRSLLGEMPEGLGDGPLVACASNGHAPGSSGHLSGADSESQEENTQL
DAX1 inh-2 – inhibits human nuclear receptor DAX1. P51843. HEK293 Gal4-DAX1 luciferase reporter, luminescence. inhibition, % at 6.75 µM. 0.99% of 340,000 active. AID 504766;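 active means inhibition above the mean over all tested compounds plus 3 SD, cut at about 4.2% in these data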;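 further: 0% = DAX1-transfected cells with DMSO and 100% = empty-vector control cells with DMSO; inhibition shows as a rise in luminescence from relieved DAX1 repression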
Starred values were filed as active, the others as inactive; . = no result given.

Molecule	hcDAF-12 act	DAX1 inh-1	SMARCA2 activ	hgDAF-12 ag	HGIII-sPLA2 inh	ssDAF12 agonist	GAA850 FXN act	PG9 binder	NR1D1 modulator	PLCb3 inh	DAX1 inh-2
O[C@H]1COC2C1OC[C@@H]2O (some centres undefined)	-1.2	0.8	6	0.7	-3	-1.2	0.5	-1.0	-3	4	-0.6
COc1cccc(CN(C)C(=O)c2[nH]c(C)c(C(C)=O)c2C)c1OC	-3.5	-1.0	-3	-0.4	-5	-1.5	-1.6	-1.2	6	-3	-1.5
COC(=O)c1ccc(NC(=O)COc2ccc(S(=O)(=O)NC(C)(C)C)cc2)cc1	-1.5	0.4	0	-1.2	-3	-1.7	-0.7	-1.4	-2	2	0.9
O=c1oc2cc(OCc3ccc(C(F)(F)F)cc3)ccc2cc1-c1ccccn1	-0.2	0.0	-3	2.0	1	-0.7	-0.5	-2.7	11	-16	0.0
CC(=O)c1ccc(-c2ccc([C@H]3[C@H]4C=CC[C@@H](C)[C@@H]4C(=O)N3Cc3ccccc3)c(F)c2)cc1	-2.8	0.3	-1	-1.4	0	-1.5	0.8	-0.2	6	-1	-0.3
Cc1cc(C)n(C(=O)CNC(=O)c2ccco2)n1	-0.6	0.0	-1	-1.3	-2	-0.3	0.0	-0.7	-1	-3	-1.2
COc1cccc(-n2c(Cc3cc(=O)[nH]c(=O)[nH]3)nnc2SCc2cccc(C(F)(F)F)c2)c1	0.2	0.2	1	0.9	-47	-1.5	1.7	-1.2	0	-1	-0.7
O=C(CNC(=O)c1cccc(F)c1)N/N=C/c1ccc(O)c([N+](=O)[O-])c1	1.8	-1.1	-3	-0.9	15	-0.9	0.8	-3.8	11	-6	-1.2
CCCCOc1ccc(C(=O)n2ccc3ccc(-c4ccc5ccn(Cc6cccc(C(=O)OC)c6)c5c4)cc32)cc1	1.6	-0.9	-1	-2.5	2	-0.5	.	.	37*	-24	.
CCC(C)NC(=O)C1CCCN(S(=O)(=O)c2ccc3c(c2)CC(C)N3C(C)=O)C1 (centres undefined)	-2.0	-0.5	-3	-1.4	6	-1.2	1.8	0.6	-2	-1	-0.2
COc1ccccc1-c1csc(C(O)(c2ccccc2)C(F)(F)F)n1 (centres undefined)	1.2	0.0	-2	0.8	-28	-1.6	3.0	-3.0	-1	-5	.
COc1ccc(C(=O)NCC(=O)OCC(=O)NCCC2=CCCCC2)cc1	-0.4	0.3	0	-0.3	0	-1.0	1.8	-1.3	-4	-3	-0.1
COc1ccccc1-n1nnnc1SCC(=O)NCC1CCCO1 (centres undefined)	-1.2	-1.2	1	3.0	4	-1.0	-1.2	0.0	-6	1	0.3
CC(NC(=O)c1ccccc1Cl)C1CC2CCC1C2 (centres undefined)	0.8	-0.6	-1	-1.9	6	-0.8	1.8	-0.6	-1	0	0.2
CCc1cc(C(=O)Nc2cc(Cl)ccc2N2CCN(C)CC2)sc1C	1.1	0.5	-2	-2.2	-20	-1.6	3.2	-1.8	-2	-5	-1.1
NC(=O)C1CCCN(C(=O)CCc2nnc(C3(c4ccc(Cl)cc4)CCC3)o2)C1 (centres undefined)	-1.9	0.9	2	-1.2	2	-0.6	3.2	-1.3	0	-4	0.1
CCN(CC)C(=O)C(C(=O)c1cccc([N+](=O)[O-])c1)n1cc(Cl)ccc1=O (centres undefined)	0.7	-0.5	-1	-1.3	6	-1.2	1.3	0.2	-5	-4	-0.1
Cc1ccc(CN2CCN(Cc3cnc(C)s3)CC2CCO)o1 (centres undefined)	1.0	-0.3	-3	-0.2	-1	-0.3	-2.1	-1.7	5	-1	-0.1
Cc1cc(C(=O)CSc2n[nH]c(-c3ccccc3F)n2)c(C)n1Cc1cccs1	0.2	-0.9	1	-1.0	-28	-1.2	2.4	-1.4	-5	3	-0.8
CC(C)(C)C(=O)N(Cc1ccccc1)c1ccccn1	0.0	-0.6	-2	1.1	4	-1.1	-0.2	1.8	4	-9	-0.3
C[C@@H](C(=O)NCc1ccc(S(C)(=O)=O)cc1)[C@@H]1C[C@@]1(C)[C@@H](NC(=O)OCc1ccccc1)c1ccccc1	-0.8	-0.2	-1	-2.7	-16	-1.2	-2.1	-1.1	5	2	0.0
CCOC(=O)N1CCC(=NNc2ccc(S(=O)(=O)N3CCOCC3)cc2[N+](=O)[O-])CC1	0.1	-0.9	-2	-6.1	5	-1.1	2.1	-0.7	10	3	-0.6
O=C(COc1ccc(/C=N/NC(=O)c2cccnc2)cc1)Nc1ccccc1	-1.4	-4.4	-2	-1.9	0	-1.3	1.0	-0.1	-7	-7	-1.1
O=C(COc1ccc(F)cc1)N1CCCCCCC1	-1.0	-0.4	-2	0.5	-3	-1.4	0.8	-2.5	6	-3	0.5
CCCNC(=O)COC(=O)c1ccc(S(=O)(=O)N2CCCCCC2)cc1	-1.2	0.0	3	0.8	2	-1.2	1.8	-3.3	-5	3	0.8
O=C(Nc1ccc(N2CCOCC2)cc1)c1c(F)cccc1Cl	-0.6	-0.5	-3	1.7	3	-1.2	1.8	-2.1	1	-2	0.7
C=CCn1c(SCC(=O)Nc2c(C)cccc2C)nnc1-c1cnccn1	1.4	0.4	1	-1.3	1	-1.2	-1.3	-1.4	1	1	2.2
O=C(CCCCn1ccc(=O)[nH]c1=O)Nc1ccc(O)c(C(=O)O)c1	-0.1	-0.5	3	-1.2	-1	-1.1	-1.2	-0.5	1	-31	0.4
COC(=O)[C@]12CCCCC=C1N(Cc1ccccc1)C(=O)[C@H](CC(=O)NCc1ccccc1)C2	-1.9	-1.3	-5	0.8	-1	-1.5	.	-1.6	-4	-2	.
O=C(Oc1cc(=O)oc2c1c(=O)n1c3c(cccc23)CC1)c1ccc(F)cc1	-2.2	0.3	-1	1.3	4	-1.6	-0.1	0.7	1	-34	.
OCCCn1c(C2CCCN2c2nc(-c3ccc(F)cc3)cs2)nc2cc(Cl)c(N3CCCCC3)cc21 (centres undefined)	-1.2	-0.3	-1	-0.3	7	-1.4	1.0	-0.9	0	-15	0.8
OC[C@@H]1CN(Cc2ccccc2)C[C@H](n2cnc3c(NC4CC4)ncnc32)O1	0.4	0.4	-5	0.5	-2	-0.7	0.6	3.4	-6	4	.
Cc1nn(CC(=O)N2CCN(c3ccc(Cl)cc3)CC2)c(=O)c2cccn12	1.3	0.7	4	-1.6	0	-0.4	2.9	-0.9	1	1	-0.4
Cn1ccnc1C(=O)c1ccc(NN)c([N+](=O)[O-])c1	0.2	0.7	3	1.3	0	-1.1	3.8	-4.7	-2	-4	-1.2
Cc1cccc(N2CCN(S(=O)(=O)c3c(C)[nH]c(=O)[nH]c3=O)CC2)c1C	0.0	0.7	-2	1.2	-7	-0.6	0.6	1.9	1	1	0.3
COc1cc(/C=C/C(=O)OCC(=O)Nc2ccc3[nH]c(=O)[nH]c3c2)ccc1OC(F)F	-2.0	1.1	2	-2.1	-11	-0.8	-1.4	1.0	2	-2	-0.5
CCOc1ccccc1N(C)C(=O)Cn1ncc2c([nH]c3ccccc32)c1=O	0.2	0.9	-3	-1.3	0	-1.4	-1.7	-0.4	0	-10	0.6
Cc1ccnc(Nc2nc(-c3c(C)nc4sccn34)cs2)c1	-2.1	-1.1	-2	0.9	1	-1.7	-1.4	0.4	1	-5	0.3
CC(CC(=O)N1CCN(c2cccc(Cl)c2)CC1)S(=O)(=O)c1ccc2c(c1)NC(=O)CO2 (centres undefined)	-2.4	-0.3	-3	2.3	-1	-0.8	-1.2	-0.7	2	-4	0.9
O=C(COC(=O)/C=C/c1ccccc1)NC(=O)NCc1ccccc1	-1.6	0.5	-3	0.8	4	-1.4	0.2	0.5	-3	-8	1.3
COc1ccc(OCC(O)CN2C(=O)NC(C)(C)C2=O)cc1 (centres undefined)	-0.7	0.0	-3	0.3	6	-1.0	2.1	0.3	1	-2	4.0
Cc1cc2c(cc3c(=O)n(CC(=O)NCCCN4CC(C)CC(C)C4)ncn32)s1 (centres undefined)	0.3	0.2	-1	-1.5	0	-0.8	-0.5	-0.4	-6	-11	-0.1
COC(=O)C(Cc1c[nH]c2ccccc12)NC(C)=O (centres undefined)	0.3	0.1	-1	3.8	1	-0.3	1.5	1.7	4	2	1.1
Cc1cc(C(=O)CN2C(=O)NC3(CCCCC3)C2=O)c(C)n1Cc1ccc2c(c1)OCO2	-1.3	0.1	-2	7.9	-7	-0.8	1.7	0.2	1	-2	0.8
CC[n+]1c(/C=C2/C=C(C)CC(C)C2)sc2ccccc21 (centres undefined)	2.6	-0.8	-2	-2.6	2	-1.6	2.4	1.9	-3	-6	-1.1
COc1cc(C(=O)NC(c2ccccc2)c2ccccc2)cc(OC)c1OC	-1.2	-0.3	-2	-1.6	-6	-1.3	0.5	-1.3	-3	-2	1.1
CC(=O)c1cccc(NC(=O)CC2S/C(=N/N=C/c3cccs3)NC2=O)c1 (centres undefined)	-1.4	-0.3	-4	1.6	-4	0.7	1.9	-1.1	-10	-1	0.2
Cn1c(=O)c2c(nc(N/N=C/c3cccnc3)n2Cc2ccccc2)n(C)c1=O	-1.8	0.1	-3	-3.5	-2	-2.3	0.1	-1.2	3	-32	1.6
CC(C)C[C@@H](CNCC(=O)[C@H](Cc1c[nH]c2ccccc12)NC(=O)c1[nH]cnc1C(=O)N[C@@H](C)CN)NC(=O)c1nc[nH]c1C(=O)N[C@@H](Cc1ccccc1)C(=O)O	2.2	2.1	-1	2.0	-35	0.3	1.7	2.0	-9	-7	-1.6
O=C(CC1C(=O)NCCN1C(=O)c1ccccc1)Nc1cc(Cl)ccc1Cl (centres undefined)	-1.1	-1.9	0	-1.2	1	-0.5	-0.3	1.3	3	-8	0.9
Cc1cc(S(=O)(=O)Nc2noc3ccccc23)ccc1F	0.5	-0.4	-4	0.6	4	-0.9	1.7	0.2	-3	-12	-0.7
CCCOc1cccc(C(=O)Nc2cccc(NC(=O)c3ccco3)c2)c1	-1.3	-1.4	0	-0.4	-11	-0.9	-0.2	-1.5	7	1	-1.0
CCOc1ccc(CCN2C(=S)N([C@@H](CC(C)C)CN3CCCC3CN3C(=S)NC[C@@H]3CC(C)C)C[C@@H]2Cc2ccc(O)cc2)cc1 (some centres undefined)	1.7	3.0	-4	1.5	-43	-0.9	0.7	1.8	1	4	1.0
Cc1cc(C(=O)OC(C)C(=O)N2CCc3ccccc32)ccc1[N+](=O)[O-] (centres undefined)	1.2	-2.7	-1	1.4	10	0.5	-0.6	0.9	-8	0	0.2
COc1cc([N+](=O)[O-])ccc1-c1ccc(C(=O)Nc2ccc(NC(C)=O)cc2)o1	1.1	-1.2	-2	0.9	-6	-1.1	-1.7	-1.4	-5	-2	0.2

An excerpt from above in order of molecular weight, largest number first.
Molecule	hcDAF-12 act	DAX1 inh-1	SMARCA2 activ	hgDAF-12 ag	HGIII-sPLA2 inh	ssDAF12 agonist	GAA850 FXN act	PG9 binder	NR1D1 modulator	PLCb3 inh	DAX1 inh-2
CC(C)C[C@@H](CNCC(=O)[C@H](Cc1c[nH]c2ccccc12)NC(=O)c1[nH]cnc1C(=O)N[C@@H](C)CN)NC(=O)c1nc[nH]c1C(=O)N[C@@H](Cc1ccccc1)C(=O)O	2.2	2.1	-1	2.0	-35	0.3	1.7	2.0	-9	-7	-1.6
CCCOc1cccc(C(=O)Nc2cccc(NC(=O)c3ccco3)c2)c1	-1.3	-1.4	0	-0.4	-11	-0.9	-0.2	-1.5	7	1	-1.0
Cc1cc(S(=O)(=O)Nc2noc3ccccc23)ccc1F	0.5	-0.4	-4	0.6	4	-0.9	1.7	0.2	-3	-12	-0.7
